# GCN5L2 inh – GCN5L2 (KAT2A) acetyltransferase inhibition | Q92830 | GCN5L2 HAT assay, ThioGlo1 CoA-SH fluorescence | Potency, µM (series often up to 58.9 µM), for the others: at the highest dose activity change, negative = inhibition, most hits filed as inhibitors | 390,000 tested, 0.21% active | AID 504327
#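 GCN5L2 (20 nM) in 50mM HEPES pH 7.5, 0.1mM EDTA, 0.01% Tween-20 preincubated 15 min with compounds at room temperature. Reaction started with H3(1-25) 75uM, acetyl-CoA 70uM, ThioGlo1 50uM; CoA-thiol fluorescence (Ex340/Em540) read at 0 and 20 min.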
# DT40 TDP1 CPT – DT40-hTDP1 cell growth loss with CPT | chicken DT40 Tdp1-/-;hTDP1 cells + 20 nM CPT, ATP luminescence, 48 h | Potency, µM (doses to about 46.2 µM), for inactives: top-dose activity change, negative = growth inhibition, actives largely listed as inhibitors | 420,000 tested, 12% active | AID 686979; further: nearly all actives have a fitted effect of over 55% in size
#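 Cell growth measured by CellTiter-Glo luminescence after a minimum 48 h, 37 C compound exposure with 20 nM CPT in Tdp1-knockout DT40 cells stably expressing hTDP1, seeded 400/well; qHTS titration format.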
# FEN1 inh – inhibitors of human flap endonuclease 1; P39748; Recombinant FEN1 flap cleavage, fluorescence, 15 min; Potency, µM (series often up to 114 µM), for the others: top-dose activity change, negative = inhibition, actives largely listed as inhibitors; 390,000 tested, 0.35% active; AID 588795; further: nearly all actives have a fitted effect of over 65% in size
# Target sequence (P39748 whole entry, looked up): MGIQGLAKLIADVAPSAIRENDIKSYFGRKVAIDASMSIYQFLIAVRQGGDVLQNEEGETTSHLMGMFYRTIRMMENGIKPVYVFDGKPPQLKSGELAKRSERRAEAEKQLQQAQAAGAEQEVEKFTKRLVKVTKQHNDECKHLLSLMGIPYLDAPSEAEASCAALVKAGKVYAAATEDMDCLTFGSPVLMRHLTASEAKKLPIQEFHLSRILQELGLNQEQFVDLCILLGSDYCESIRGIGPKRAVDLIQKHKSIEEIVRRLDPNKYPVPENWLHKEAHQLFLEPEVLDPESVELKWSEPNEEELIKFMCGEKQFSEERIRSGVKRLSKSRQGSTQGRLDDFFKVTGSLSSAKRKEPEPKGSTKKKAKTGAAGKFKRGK
#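 Potency values derive from four-parameter Hill fits of normalized qHTS data. The reaction used 10 nM FEN1 preincubated 15 min at room temperature with compound, then 50 nM DNA substrate, read at 0 and 15 min.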
# Numbers without * were called inactive; ? = inconclusive; · = no result given; & = joins results of further samples; [ ] = dose if it differs, or a comment. The call rests on the fitted dose curve; in most records, active means well fitted curve in the direction sought with a large enough effect; inconclusive means small, poorly fitted or top-dose-only effect, or another doubt; inactive means no such curve, though single readings can be large; an effect the other way counts as inactive or inconclusive. On the % scale 0 is the no-effect control and ±100 the full control effect; potency means the concentration at half of the fitted maximal effect. Only part of the results is shown (hit frequency here may not be typical).
1: COc1ccc(CCNc2nc(-c3ccccc3OC)cc(C(F)(F)F)n2)cc1OC
2: CCOC(=O)c1c(NC(=O)CN2CCOCC2)sc(C(=O)NC)c1C
3: Cc1cc(/C=N/Nc2nc(N3CCOCC3)nc(N3CCOCC3)n2)c(C)n1-c1ccccc1
4: COc1ccccc1N1N=C(c2ccc([N+](=O)[O-])cc2)CC1c1ccccc1 (stereo unspecified)
5: O=C(CC1C(=O)N(Cc2ccccc2)C(=S)N1CCN1CCOCC1)Nc1ccc(F)cc1 (stereo unspecified)
6: N#Cc1ccc(COC(=O)c2cccnc2Cl)cc1
7: COc1cc(/C=C/C(=O)OCC(=O)N2CCN(C(=O)c3ccco3)CC2)ccc1O
8: COc1ccc(/C=C/C(=O)Nc2cccc(S(=O)(=O)NC3=NCCCCC3)c2)cc1
entry no. | 1 | 2 | 3 | 4 | 5 | 6 | 7 | 8
GCN5L2 inh | -6% | 1% | -13% | -7% | -8% | -4% | 1% | -6%
DT40 TDP1 CPT | ? | -1% | -26% | ? | ? | 2% | -3% | ?
FEN1 inh | -9% | -3% | -5% | -3% | -2% | 0% | 3% | -18%

9: CCC(=O)Nc1ccc2oc(-c3ccccc3Br)nc2c1
10: CCn1cc(S(=O)(=O)c2ccc(C)cc2)[nH]c1=O
11: O=C(NC(=S)NCC1CCCO1)c1ccc(Cl)cc1 (stereo unspecified)
12: Cc1cccc(Oc2ccc(N)cc2)c1
13: COc1ccc(C)cc1Nc1nc(C)nc2sc(C)cc12
14: Nc1nnc(Cc2cccc(Br)c2)s1
15: CCCn1nnc(NC(=O)C(C)C)n1
16: O=C(CSc1nc2c(c(=O)n1-c1ccc(Cl)cc1)SCC2)N1CCCC1
entry no. | 9 | 10 | 11 | 12 | 13 | 14 | 15 | 16
GCN5L2 inh | 4% | 4% | -1% | -8% | -1% | -2% | -16% | -5%
DT40 TDP1 CPT | -10% | 16% | ? | 4% | ? | -21% | 2% | ?
FEN1 inh | 0% | -4% | -1% | 0% | -18% | 15% | -4% | -10%

# Compounds 15 through 16, quoted:
15: CCCn1nnc(NC(=O)C(C)C)n1
16: O=C(CSc1nc2c(c(=O)n1-c1ccc(Cl)cc1)SCC2)N1CCCC1
entry no. | 15 | 16
GCN5L2 inh | -16% | -5%
DT40 TDP1 CPT | 2% | ?
FEN1 inh | -4% | -10%

# Remaining list, next part:
17: Cc1[nH]c2ccccc2c1-c1nc2ccccc2[nH]1
18: O=C1Nc2c(Br)cccc2C1=O
19: Cc1cc(=O)oc2cc(OCC(=O)Nc3nccs3)ccc12
20: Cc1nn(Cc2ccc(C(=O)N3N=C(C(F)F)CC3(O)C(F)F)o2)c(C)c1[N+](=O)[O-] (stereo unspecified)
21: Cc1nc(-c2cccc(S(=O)(=O)N3CCC(C)CC3)c2)cs1
22: O=C(COc1ccc(S(=O)(=O)N2CCOCC2)cc1)NCC1CCCO1 (stereo unspecified)
23: Cc1c(C(=O)Nc2ccccc2Cl)oc2ccc(S(=O)(=O)N3CCC4(CC3)OCCO4)cc12
24: CC(OC(=O)CN1C(=O)NC2(CCCC2)C1=O)C(=O)Nc1cccc(Cl)c1 (stereo unspecified)
entry no. | 17 | 18 | 19 | 20 | 21 | 22 | 23 | 24
GCN5L2 inh | -10% | -1% | -3% | -2% | -3% | ? | 16% | 2%
DT40 TDP1 CPT | ? | 8.2µM* | 2% | ? | ? | 3% | ? | 10%
FEN1 inh | -2% | -6% | 3% | 2% | -9% | 8% | 4% | 5%

25: O=C(/C=C/Nc1ccc(F)cc1)c1ccc(Oc2ncccn2)cc1
26: COc1cc(O)c(C(CCN2CCOCC2)c2ccc3c(c2)OCO3)c(OC)c1 (stereo unspecified)
27: COCc1ccc(-c2c(-c3ccccc3OC)sc3cc4c(cc23)OCO4)cc1
28: CN(CC(=O)Nc1cccc(C(F)(F)F)c1)S(=O)(=O)c1cccs1
29: CCN(CC)CCNC(=O)C(Cl)=C1C(Cl)=C(Cl)C(Cl)=C1Cl
30: CSC(=NC(C)c1ccccc1)NS(=O)(=O)c1cccs1 (stereo unspecified)
31: Cc1ccc(C(=O)NNc2cc(=O)n(C)c(=O)n2C)cc1C
32: COc1cc(C(=O)N2CCN(S(=O)(=O)c3ccc(Cl)cc3)CC2)ccc1OCC(=O)N1CCOCC1
entry no. | 25 | 26 | 27 | 28 | 29 | 30 | 31 | 32
GCN5L2 inh | -13% | -1% | -7% | -6% | · | 0% | 1% | ·
DT40 TDP1 CPT | -19% | ? | ? | ? | ? | -18% | 2% | -13%
FEN1 inh | 0% | -19%&5% | -1% | -18% | 0% | -5% | -4% | 1%

33: Cc1cc(Sc2nc(N)ncc2[N+](=O)[O-])ncn1
34: CCN(CC)S(=O)(=O)c1cc(NC(=O)c2cccc(N3C(=O)CCC3=O)c2)ccc1Cl
35: COC(=O)c1ccc(NC(=O)CN(c2cccc(C(F)(F)F)c2)S(C)(=O)=O)cc1
36: COc1cc(S(=O)(=O)N2CCCC3(CCCCC3)C2)ccc1-n1cnnn1
37: COC(=O)c1ccc(NC(=O)C2CC3CCC2C3)cc1 (stereo unspecified)
38: CCN(CC)CCC(=O)N1c2ccccc2Sc2ccc(Cl)cc21
39: O=C(O)c1cccc(S(=O)(=O)N2CCC(n3nnc4cc(C(F)(F)F)ccc43)CC2)c1
40: CCC(=O)N1CCc2cc(S(=O)(=O)CCC(=O)Nc3ccc(Cl)c(C(F)(F)F)c3)ccc21
entry no. | 33 | 34 | 35 | 36 | 37 | 38 | 39 | 40
GCN5L2 inh | -3% | -3% | -1% | -6% | · | 1%&-5% | -4% | 1%
DT40 TDP1 CPT | 0.73µM* | -12% | 23µM* | -9% | 0% | 15µM* | -3% | 16µM*
FEN1 inh | 0% | -3% | -8% | -15% | -2% | -3% | -19% | 18%

41: COc1ccccc1-n1cnc2c(c1=O)c1nc3ccccc3nc1n2-c1ccc(C)c(C)c1
42: Cc1cccc(NC(=O)CSc2nnc(-c3ccco3)c(-c3ccco3)n2)c1
43: O=C(NCC1CCCO1)C(=O)c1c[nH]c2ccccc12 (stereo unspecified)
44: Cc1cccc(NC(=O)CSc2nc(-c3cccs3)cc(C(F)(F)F)c2C#N)c1C
45: O=C(Nc1ccc(C(=O)O)cc1)Nc1ccc([N+](=O)[O-])cc1
46: CCc1nc(CNC(=O)C2CCC(=O)N(Cc3cccc(OC)c3)C2)no1 (stereo unspecified)
47: COc1ccc(NC(=O)C(=O)NNC(=O)c2cccs2)c(OC)c1
48: Cc1ccc(-c2cc(-c3ccccc3)nc(N/N=C/c3cccnc3)n2)cc1
entry no. | 41 | 42 | 43 | 44 | 45 | 46 | 47 | 48
GCN5L2 inh | 4% | -3% | -3% | 0% | -8% | -4% | -2% | ·
DT40 TDP1 CPT | -77% | ? | ? | -13% | 13% | -1% | -14% | 29µM*
FEN1 inh | ? | -25% | 13% | -5% | 4% | -10% | 13% | -28%

49: CCOc1ccc(C2c3c(oc4ccccc4c3=O)C(=O)N2c2nnc(C)s2)cc1OC (stereo unspecified)
50: O=C(Nc1ccc(F)cc1)c1ccccc1NS(=O)(=O)N1CCCC1
51: O=C(CC(C(=O)O)c1cccc(Br)c1)c1ccc(Cl)cc1 (stereo unspecified)
52: CCN(CC)C(=O)c1n[nH]c(=O)c2ccccc12
53: Cc1ccc(NC(=O)COC(=O)Cn2cnc3ccccc32)c(C)c1
54: COc1ccccc1CNC(=O)COc1cc2c(c3oc(=O)cc(C)c13)CCC(C)(C)O2
55: CC(C(=O)Nc1ccc(Cl)cc1Cl)N1C(=O)NC2(CCCCCCC2)C1=O (stereo unspecified)
56: O=C(Nc1nccs1)OCc1ccccc1
entry no. | 49 | 50 | 51 | 52 | 53 | 54 | 55 | 56
GCN5L2 inh | 13% | 0% | -1% | -18% | 2% | -3% | -5% | ·
DT40 TDP1 CPT | 17% | -6% | -15% | -7% | -17% | 23µM* | ? | 10%
FEN1 inh | 4% | 1% | 15% | 5% | 2% | 5% | 8% | -12%

# Overlap with the part before: 4 compounds; new compounds follow.
53: Cc1ccc(NC(=O)COC(=O)Cn2cnc3ccccc32)c(C)c1
54: COc1ccccc1CNC(=O)COc1cc2c(c3oc(=O)cc(C)c13)CCC(C)(C)O2
55: CC(C(=O)Nc1ccc(Cl)cc1Cl)N1C(=O)NC2(CCCCCCC2)C1=O (stereo unspecified)
56: O=C(Nc1nccs1)OCc1ccccc1
57: COC(=O)c1ccc(CSc2nnc(N)s2)cc1
58: COc1cc(CN2CCN(S(=O)(=O)c3ccccc3)CC2)cc(OC)c1O
59: CC(C)(C)c1ccc(C(=O)CS(=O)(=O)c2ccccc2)cc1
60: COc1ccccc1NS(=O)(=O)c1cccc(N=C2N=C(N)c3ccccc32)c1
61: CCOc1cc(N2CCOCC2)c(OCC)cc1NC(=O)CN1C(=O)C2C3C=CC(C3)C2C1=O (stereo unspecified)
62: O=C(NC(Cc1ccccc1)C(=O)O)/C(=C/c1ccc(Cl)cc1)NC(=O)c1ccccc1 (stereo unspecified)
63: COc1ccc(N2CCN(S(=O)(=O)CCNC(=O)c3ccc(C(F)(F)F)cc3)CC2)cc1
64: CC1CN(C(=O)CS(=O)(=O)Cc2ccc(Cl)cc2)CC(C)O1 (stereo unspecified)
entry no. | 53 | 54 | 55 | 56 | 57 | 58 | 59 | 60 | 61 | 62 | 63 | 64
GCN5L2 inh | 2% | -3% | -5% | · | 0% | 12% | 58%[activator] | -6% | -1% | -4% | -8% | -9%
DT40 TDP1 CPT | -17% | 23µM* | ? | 10% | 7% | -14% | ? | -23% | -14% | -11% | -20% | -1%
FEN1 inh | 2% | 5% | 8% | -12% | -9% | 8% | -20% | 9% | 0% | -11% | 16% | -11%

65: Cc1ccc(NC(=O)CN(C)C(=O)COC(=O)[C@@H](NC(=O)c2ccccc2F)C(C)C)cc1
66: COC(=O)C(Cc1c[nH]c2ccccc12)NC(=O)c1cncc(Br)c1 (stereo unspecified)
67: O=C(CCS(=O)(=O)c1nc(-c2ccc3c(c2)OCO3)cc(C(F)(F)F)n1)Nc1ccccc1C(F)(F)F
68: CCCCSc1nc2sc3c(c2c(=O)[nH]1)CC(C)(CC)OC3 (stereo unspecified)
69: Cc1ccc(NC(=O)CN(C)C(=O)c2cc(-c3cccs3)nn2-c2ccccc2)cc1
70: Cc1c(C(=O)NCc2ccc(OC(C)C)cc2)sc2ncnc(N(C)C3CCCCC3)c12
71: COCC(=O)O[C@]1(CCN(C)CCCc2nc3ccccc3[nH]2)CCc2cc(F)ccc2[C@@H]1C(C)C
72: Nc1nc(SCC(=O)Nc2ccc([N+](=O)[O-])cc2)[nH]c(=O)c1NC(=O)c1ccc(Br)o1
entry no. | 65 | 66 | 67 | 68 | 69 | 70 | 71 | 72
GCN5L2 inh | -2% | -12% | -6% | 13% | -7% | -4% | -2%&-7%&-21%&13% | ?
DT40 TDP1 CPT | -22% | -8% | ? | 1% | ? | ? | 21µM* | 18%
FEN1 inh | -12% | -18% | 6% | 3% | -7% | -5% | -2%[57.1 µM] | -3%

73: O=C(CNCc1ccccc1)Nc1ccc(Cl)cc1
74: CCN(CC)S(=O)(=O)c1ccc(NC(=O)[C@@H](NC(=O)c2cc(OC)cc(OC)c2)C(C)C)cc1
75: CC(=O)NCCC(=O)N1CCCC(N(C)CCc2ccccc2)C1 (stereo unspecified)
76: Cc1cc(F)ccc1S(=O)(=O)N1CCCOC1CNC(=O)C(=O)NCc1ccco1 (stereo unspecified)
77: COc1ccccc1CNC(=O)c1ccc2nc3[nH]c4ccccc4c3nc2c1
78: Cc1ccc(NC(=O)CN2C(=O)C3(SCC(=O)N3c3cccc(Cl)c3)c3ccccc32)cc1C (stereo unspecified)
79: CN(c1ccc(C(=O)Nc2cccc([N+](=O)[O-])c2)cc1)S(C)(=O)=O
80: COc1ccc(CCNc2oc(-c3ccco3)nc2C#N)cc1
entry no. | 73 | 74 | 75 | 76 | 77 | 78 | 79 | 80
GCN5L2 inh | 29% | -10% | -8% | -2% | -5% | -14% | -3% | -3%
DT40 TDP1 CPT | -17% | ? | -6% | -5% | ? | ? | ? | ?
FEN1 inh | -2% | 16% | 7% | -1% | 12% | -13% | 5% | 2%

81: CC(C)CN(C(=O)COC(=O)c1ccccc1Sc1ccccc1C#N)C1CCS(=O)(=O)C1 (stereo unspecified)
82: CCC(C)c1ccccc1NC(=O)COC(=O)C1=COCCO1 (stereo unspecified)
83: O=C(c1cnccn1)N1CCC[C@@]2(CCN(c3ccccn3)C2)C1
84: Clc1ccccc1/C=C/c1ccnc2ccccc12
85: Cc1cc(Cl)ccc1OCC(=O)Nc1cccnc1
86: Cc1ccsc1CN1CCc2nc(N3CCN(c4ccccc4F)CC3)ncc2C1
entry no. | 81 | 82 | 83 | 84 | 85 | 86
GCN5L2 inh | -2% | -19% | 13% | ? | -4% | 2%
DT40 TDP1 CPT | ? | 9% | 13% | ? | -20% | ?
FEN1 inh | -3% | 12% | · | 1% | 1% | 20%

# Bioassay records deposited in PubChem by National Center for Advancing Translational Sciences (NCATS).
